IDH1 R132H inh – human IDH1 R132H inhibition | O75874 | IDH1-R132H enzyme, NADPH consumption, diaphorase/resazurin fluorescence | Potency, µM (doses to about 76.6 µM), for inactives: at the top dose activity change, negative = inhibition, most hits filed as inhibitors | 0.093% of 390,000 active; also: % is scaled to controls: 0 for no effect and ±100 for the full control effect; nearly all actives have a fitted effect of over 65% in size
Target sequence (O75874 whole entry R132H, stated change not applied): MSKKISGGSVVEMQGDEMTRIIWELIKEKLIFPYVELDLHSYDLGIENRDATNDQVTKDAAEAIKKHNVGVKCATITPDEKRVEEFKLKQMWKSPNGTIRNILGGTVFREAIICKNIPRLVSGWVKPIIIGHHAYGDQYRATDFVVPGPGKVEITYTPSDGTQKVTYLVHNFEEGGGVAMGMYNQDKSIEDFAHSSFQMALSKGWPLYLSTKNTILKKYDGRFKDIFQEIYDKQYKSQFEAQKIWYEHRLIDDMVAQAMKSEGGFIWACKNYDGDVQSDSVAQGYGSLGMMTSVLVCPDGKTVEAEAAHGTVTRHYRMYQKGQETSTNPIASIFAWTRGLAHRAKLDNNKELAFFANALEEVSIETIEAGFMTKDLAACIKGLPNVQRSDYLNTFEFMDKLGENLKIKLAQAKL
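IDH1-R132H (0.5 ug/mL) preincubated 30 min with compound, then NADPH (0.016 mM) and alpha-KG (2 mM) added; 80 min at RT, pH 7.5. Remaining NADPH coupled via diaphorase/resazurin to fluorescence (540/590 nm); concentration-response curves normalized to no-enzyme control.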
TrxR1 inh – inhibitors of rat thioredoxin reductase 1 | O89049 | recombinant rTrxR1, NADPH fluorescence consumption, selenite substrate | Potency, µM (series often up to 114 µM), for the others: at the highest dose activity change, negative = inhibition, hits mostly inhibitors | 1% of 390,000 active; also: % is scaled to controls: 0 for no effect and ±100 for the full control effect; nearly all actives have a fitted effect of over 65% in size
Target sequence (O89049 whole entry, looked up): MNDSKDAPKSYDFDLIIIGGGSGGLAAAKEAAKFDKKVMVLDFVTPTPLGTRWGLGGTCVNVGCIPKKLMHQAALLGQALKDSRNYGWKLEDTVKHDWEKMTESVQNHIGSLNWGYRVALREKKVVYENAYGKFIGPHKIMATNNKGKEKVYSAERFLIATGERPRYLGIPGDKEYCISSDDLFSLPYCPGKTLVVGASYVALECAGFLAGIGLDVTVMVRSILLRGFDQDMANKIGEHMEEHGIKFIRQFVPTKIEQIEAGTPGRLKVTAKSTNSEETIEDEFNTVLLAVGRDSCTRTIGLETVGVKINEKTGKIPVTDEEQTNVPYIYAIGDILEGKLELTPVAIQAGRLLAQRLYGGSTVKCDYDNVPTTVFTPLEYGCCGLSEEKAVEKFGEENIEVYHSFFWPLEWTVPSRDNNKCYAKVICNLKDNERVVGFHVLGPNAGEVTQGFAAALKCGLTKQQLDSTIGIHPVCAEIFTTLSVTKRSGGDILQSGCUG
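Rat TrxR1 (90 nM in the dispensed reagent) was pre-reduced with 400 uM NADPH for 5 min at room temperature, then incubated with compound for 15 min. After 400 uM selenite was added, NADPH fluorescence (Ex 340/Em 450 nm) was followed for 8 min.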
RXFP1 agonist – agonists of human relaxin receptor RXFP1; Q9HBX9; HEK293T-RXFP1 cAMP TR-FRET, 30 min; response scale: percent of porcine relaxin response, buffer zero; Potency, µM (series often up to 57.5 µM), for inactives: at the top dose activation, hits mostly activators; 0.3% of 370,000 active; AID 2676; also: % is scaled to controls: 0 for no effect and ±100 for the full control effect; nearly all actives have a fitted effect of over 60% in size; many of its hits are not listed in these tables
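Agonist response is measured as cAMP accumulation in an RXFP1-transfected HEK293T line under PDE4 inhibition. Values are scaled between buffer-only and 29 nM porcine relaxin, and EC50s come from standard Hill equation fits.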
Vif-A3G inh – blocks the Vif interaction with human APOBEC3G; HeLa A3G-eYFP + Vif (tagged APOBEC3G with the HIV-1 protein that degrades it), YFP fluorescence, overnight; Potency, µM (doses to about 46.1 µM), for inactives: at the highest dose activity, negative = active, actives largely listed as inhibitors; Q9HC16; 0.076% of 410,000 active;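 also: % is scaled to controls: 0 for no effect and ±100 for the full control effect; nearly all actives have a fitted effect of over 60% in size; hits raise eYFP signal because A3G escapes Vif-driven loss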
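Read-out is eYFP fluorescence (Ex 488/Em 500-530) from Vif-expressing HeLa A3G-eYFP cells; more signal means A3G escaped Vif-mediated degradation. Cells plated overnight, compound pinned in, incubated overnight at 37 deg C.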
Vif-APOBEC3F blk – Vif-A3F binding inhibition. HeLa A3F-eYFP + Vif (tagged APOBEC3F with the HIV-1 protein that degrades it), YFP fluorescence increase. Potency, µM (series often up to 46.1 µM), for the others: at the highest dose activity, negative = active. 0.2% of 390,000 active; also: % of control where 0% means no effect; nearly all actives have a fitted effect of over 65% in size
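HeLa cells stably expressing A3F-eYFP plus Vif, plated and incubated overnight at 37 deg C, then exposed to compounds overnight at 37 deg C. Blocked degradation read as raised yellow fluorescence (Ex 488/Em 500-530).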
TrxR1 substrate – is turned over as a substrate by rat TrxR1; O89049; purified TrxR1 substrate turnover, NADPH consumption readout; Potency, µM (titrated, usually from 114 µM), for the others: at the top dose activity change, negative = substrate turnover; 0.01% of 390,000 active; AID 588456; also: % is scaled to controls: 0 for no effect and ±100 for the full control effect; nearly all actives have a fitted effect of over 50% in size
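Rat TrxR1, dispensed at 90 nM, was prereduced with 400 uM NADPH (final) for 5 min at ~22 deg C, then incubated with compound 15 min before 400 uM selenite. A first-read NADPH fluorescence drop versus no-compound background flagged substrates.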
USP1-UAF1 inh – blocks the human USP1/UAF1 deubiquitinase complex | O94782 | recombinant USP1/UAF1, Ub-Rhodamine cleavage fluorescence | Potency, µM (top dose mostly 57.1 µM), inactives show at the highest dose activity change, negative = inhibition, most hits filed as inhibitors | 0.23% of 390,000 active | AID 743255; also: % is scaled to controls: 0 for no effect and ±100 for the full control effect; nearly all actives have a fitted effect of over 60% in size; inactives centre near -12
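In this screen, compounds sit with the deubiquitinase complex (1nM) for 15 min at room temperature before Ub-Rho is added at 150nM final. Fluorescence rise is then followed for 6 reads every 60 seconds.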
12-LOX inh – blocks human arachidonate 12S-lipoxygenase. 1.1% of 580,000 active. AID 1671190. Potency, µM (highest dose often 108 µM), inactives show top-dose activity change, negative = inhibition, hits mostly inhibitors. purified 12hLO, xylenol orange hydroperoxide absorbance; also: % is scaled to controls: 0 for no effect and ±100 for the full control effect
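Hydroperoxide product was detected by ferrous iron/xylenol orange as the 573 to 405 nm absorbance ratio. Arachidonic acid at 40 uM (final) was turned over for 30 min at room temperature by 150 nM human 12hLO, pH 7.0 Hepes buffer, after 15 min compound preincubation.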
RGS4 inh – human RGS4 inhibition. 0.039% of 390,000 active. AID 504845. Transcreener GDP fluorescence polarization, RGS4-accelerated GTP hydrolysis. Potency, µM (series often up to 114 µM), for inactives: at the highest dose activity change, negative = inhibition, most hits filed as inhibitors; also: % is scaled to controls: 0 for no effect and ±100 for the full control effect; nearly all actives have a fitted effect of over 75% in size; some results filed as inactive show a strong effect at the top dose
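MLSMR compounds (23 nl, pin-transferred) preincubated 10 min at room temperature with a 500nM (2x) first reagent, then RGS4 at 900nM (2x) plus Transcreener GDP mix added; fluorescence polarization (620/688 nm) read before and after 90 min at 30 °C.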
* = called active by the depositor; ? = inconclusive; . = no result given; & = joins results of further samples; [ ] = remark or other dose. Calls follow the shape of the dose curve; as a rule, active = well fitted curve in the direction sought with a large enough effect; inconclusive = small, poorly fitted or top-dose-only effect, or another doubt; inactive = no such curve, though single readings can be large; an effect the other way counts as inactive or inconclusive. Potency is read from the fitted curve at half-maximal effect.

SMILES	IDH1 R132H inh	TrxR1 inh	RXFP1 agonist	Vif-A3G inh	Vif-APOBEC3F blk	TrxR1 substrate	USP1-UAF1 inh	12-LOX inh	RGS4 inh
CCCOC(=O)CSc1ncnc2sc3c(c12)CCC(C)C3 (stereo not given)	7.8%	10.9%	5.2%	-0.5%	5.4%	-0.3%	-34.5%	-22.8%	1.8%
COc1cc(/C=C2/SC(=S)N(CC(=O)O)C2=O)ccc1OC(=O)c1cccs1	-10.6%	-3.2%	-3.1%	-9.5%	-18.2%	-6.9%	-14.1%	?	?
CCOC(=O)c1c[nH]c2c(Cl)ccc(Cl)c2c1=O	4.9%	-4.3%[57.1 µM]	8.4%	-7.9%	-2.8%	-11.9%	5.0%	-20.3%	-14.1%
CCCC(=O)NCCc1nc2cc([N+](=O)[O-])ccc2n1C	17.2%	4.7%	0.6%	0.2%	-9.3%	1.9%	-4.6%	-6.8%	10.5%
CCOC(=O)c1cccc(NC(=O)c2ccc3nc(Cc4ccccc4)oc3c2)c1	-7.1%	25.8%[57.1 µM]	-2.7%	-8.5%	4.1%	-0.6%[57.1 µM]	?	-2.4%	-6.1%
CO/N=C(\N)c1ccc([N+](=O)[O-])cc1	2.8%	23.8%	2.3%	-1.1%	1.8%	2.7%	-19.0%	-11.9%	-26.3%
COc1cc(C(=O)NCc2ccc(C)cc2)ccc1OC(F)F	2.6%	4.3%	1.5%	0.6%	-24.0%	-7.3%	0.5%	-22.4%	6.6%
COc1ccc(C2NC(=O)N(C)C3=C2C(=O)CC(C)(C)C3)cc1OC (stereo not given)	1.9%	14.5%	3.6%	1.4%	3.3%	-0.6%	-18.3%	-2.4%	4.8%
Cc1ccc(-c2nnc(Nc3ccc(C(=O)N(C)C)cc3)c3ccccc23)cc1S(N)(=O)=O	-4.1%	-3.5%	3.9%	0.5%	0.8%	-5.8%	-7.6%	3.9%	-7.0%
Cc1cc(C)n(CC(C)NCc2c(C(=O)N3CCOCC3)nc3c(C)cccn23)n1 (stereo not given)	1.5%	17.3%[57.1 µM]	1.2%	1.2%	-5.0%	9.2%[57.1 µM]	-14.0%	27.7%	-12.4%[56.9 µM]
COc1cccc(/C=N/NC(=S)Nc2cccc(S(=O)(=O)N(C)C)c2)c1	1.7%	-18.4%	3.6%	3.4%	?	3.8%	-7.9%	?	?
COc1ccccc1OCC(=O)Nc1ccccc1C(=O)Nc1cccc(C(=O)O)c1	-2.5%	16.1%	1.3%	-0.4%	-10.8%	2.3%	-15.0%	-0.7%	5.3%
Cc1nn(CCCC(=O)NCc2ccc(OC(C)C)cc2)c(=O)c2c1sc1ccccc12	9.0%	20.8%	?	2.6%	9.0%	7.5%	-37.7%	-0.1%	-12.7%
CCn1c(C)c(C)c2cc(C(=O)NC3CCCCCC3)ccc21	2.2%	14.9%	4.3%	-0.2%	-0.2%	-3.7%	-11.8%	-7.2%	5.6%
Cc1cccc(NC(=O)CSc2nc3ccccc3c(=O)n2CC2CCCO2)c1 (stereo not given)	-2.8%	10.7%	.	-1.6%	12.8%	-1.6%	-22.6%	1.3%&-0.8%	2.9%
O=C(O)c1ccc(NC(=O)c2ccc(Cl)cc2)c(NC(=O)c2ccc(Cl)cc2)c1	-3.7%	3.4%[57.1 µM]	-1.2%	2.8%	2.3%	6.8%	-21.1%	?	2.2%
Cc1ccc(SC(C)C(=O)NCC(C)C)cc1 (stereo not given)	0.4%	12.4%	0.8%	2.7%	0.3%	8.2%	-0.1%	0.0%[57.4 µM]	13.2%
O=S(=O)(c1cc(F)ccc1F)N1CCN2CCCC2C1 (stereo not given)	-0.2%	14.3%	0.8%	-1.0%	1.9%	5.8%	-16.4%	-14.7%	-9.7%
Cc1ccc(S(=O)(=O)N(C)c2c(C)ccc(S(=O)(=O)Nc3ccncc3)c2C)cc1	1.1%	15.0%[0.0914 µM]	5.3%	-1.2%	13.7%	1.7%	-3.5%	-17.9%	-1.7%
O=C(NCCc1cccs1)C1CC(c2ccccc2[N+](=O)[O-])=NO1 (stereo not given)	18.5%	12.6%	2.8%	0.4%	2.8%	8.9%	-14.1%	-11.3%	0.0%
CCOC(=O)Cc1cc(=O)[nH]c(Nc2nc3ccccc3o2)n1	0.6%	6.5%	1.5%	-1.0%	1.8%	4.8%[57.1 µM]	-1.1%	3.2%	-14.1%
O=C(CSc1nnc(COc2ccc(Br)cc2)o1)N1CCOCC1	2.1%	13.0%[57.1 µM]	0.9%	-5.6%	0.4%	8.4%[57.1 µM]	-24.9%	-8.9%	10.9%
O=C1C2CCCN2C(=O)N1CCCCN1CCN(c2ccccc2)CC1 (stereo not given)	-1.3%	-6.6%	-0.7%	2.3%	3.8%	-7.0%	-8.0%	-1.8%	15.9%
CC(CCc1ccccc1)NC(=O)CN(C)Cc1ccc(F)cc1 (stereo not given)	4.7%	14.4%	0.3%	-0.3%	-11.6%	5.2%	-7.7%	4.8%	0.8%
CC/C(=N\NC(=O)c1ccc(CN(C)S(=O)(=O)c2ccc(C)cc2)cc1)c1ccc(OC(F)F)cc1	10.8%	3.2%	1.0%	-0.3%	1.2%	-4.7%	-2.2%	16.3%	-31.3%
The results go on.
SMILES	IDH1 R132H inh	TrxR1 inh	RXFP1 agonist	Vif-A3G inh	Vif-APOBEC3F blk	TrxR1 substrate	USP1-UAF1 inh	12-LOX inh	RGS4 inh
CC(C)(C)c1ccccc1NC(=O)NC1CCN(Cc2c(F)cccc2Cl)CC1	-4.2%	14.5%	0.1%	-1.0%	-17.4%	0.2%[57.1 µM]	?	?	18.5%
CC1CCCC(C)N1C(=O)COC(=O)c1ccc2c(c1)OCO2 (stereo not given)	-0.2%	21.0%	0.0%	1.4%	-14.3%	9.7%	4.7%	4.7%	-38.3%
O=C(CSC1=NC(=O)C(Cc2ccccc2)C(=O)N1)Nc1ncc(Br)cc1Br (stereo not given)	-0.5%	3.5%[57.1 µM]	11.4%	-6.7%	1.8%	1.3%[57.1 µM]	-16.3%	11.3%	-4.1%
CCOC(=O)c1cnc2cc(C)ccn2c1=O	2.5%	?	5.9%	0.3%	-21.0%	265.4%[activator]	-25.1%	-4.1%	-3.1%
O=C(NCCCN1CCOCC1)c1ccc(NS(=O)(=O)c2ccccc2)cc1	-4.2%	13.1%	-1.4%	2.3%	1.3%	5.2%	-14.9%	5.5%	1.7%
CC(=O)N1CCN(CC(c2ccccc2)c2ccccc2)CC1	-3.7%	8.4%	0.6%	-0.4%	3.0%	-1.3%	-5.6%	0.6%	-2.6%
O=c1[nH]ncc(N2CCCCC2)c1Cl	6.3%	-4.4%	1.7%	-2.8%	-3.0%	-7.7%	-18.3%	11.4%	6.3%
O=C(NCC(c1cccs1)N1CCOCC1)c1cc(-c2ccc(F)cc2)nc2ccccc12 (stereo not given)	3.4%	25.0%[57.1 µM]	3.2%	-0.7%	-7.1%	-8.0%[57.1 µM]	-19.2%	-8.7%	-33.9%
COc1cccc(OC)c1NC(=O)CN(C)S(=O)(=O)c1ccc2c(c1)OCCO2	11.3%	5.9%[57.1 µM]	-2.5%	-1.7%	?	5.6%[57.1 µM]	-20.5%	4.9%	8.6%
Cc1oc(-c2ccc(Cl)cc2)nc1CS(=O)CC(=O)NCc1ccco1 (stereo not given)	-6.1%	3.7%	-0.3%	-2.1%	-5.0%	5.4%	-27.7%	?	-18.2%
COc1cccc(/C=N/NC(=O)c2nc(-c3ccccc3)cc(-c3ccccc3)n2)c1	-1.4%	14.6%[57.1 µM]	-5.7%	-5.1%	3.0%	14.9%	-19.1%	0.0%	-7.2%
COCCNS(=O)(=O)c1ccc(SC)cc1	3.8%	17.7%	-0.5%	0.0%	-2.3%	4.4%	-6.8%	-15.7%	-2.8%
CCc1ccc(OC2=NS(=O)(=O)c3ccccc32)cc1	-7.7%	-0.5%	0.1%	5.0%	-1.9%	-3.0%	-0.1%	-14.5%	8.1%
Cn1c(Cc2csc(N)n2)nnc1SC/C=C/c1ccccc1	0.6%	16.9%[57.1 µM]	1.3%	1.8%	0.5%	10.3%[57.1 µM]	-17.7%	72.8%[activator]	-9.0%
CCc1cccc(CC)c1NC(=O)COC(=O)/C(C#N)=C/c1ccc(OC)cc1	9.4%	16.9%[57.1 µM]	1.6%	-0.5%	-9.3%	7.1%[57.1 µM]	0.8%	-13.6%	?
Cc1ccc(NC(=O)CCc2c(C)nc3ncnn3c2C)nc1	2.0%	25.7%	0.0%	-3.8%	0.2%	6.4%	-6.3%	-21.7%	10.6%

A few values from the list:
For Vif-APOBEC3F blk, Cc1oc(-c2ccc(Cl)cc2)nc1CS(=O)CC(=O)NCc1ccco1 (stereo not given) reads -5.0%
For USP1-UAF1 inh, CCOC(=O)c1cnc2cc(C)ccn2c1=O reads -25.1%
For USP1-UAF1 inh, O=C(NCCCN1CCOCC1)c1ccc(NS(=O)(=O)c2ccccc2)cc1 reads -14.9%

An excerpt from above, limited to RXFP1 agonist, 12-LOX inh and TrxR1 inh:
| mol | RXFP1 agonist | 12-LOX inh | TrxR1 inh |
| --- | --- | --- | --- |
| CCc1ccc(OC2=NS(=O)(=O)c3ccccc32)cc1 | 0.1% | -14.5% | -0.5% |
| Cn1c(Cc2csc(N)n2)nnc1SC/C=C/c1ccccc1 | 1.3% | 72.8%[activator] | 16.9%[57.1 µM] |

Only part of the results is shown; rates above refer to the full screens.
